OXTR potentiator: human OXTR potentiators, primary screen, fluorescence, CHO-OTR cells, Fluo-8 calcium; Oxytocin receptor (Homo sapiens), P30559; Fluo-8 calcium fluorescence, potentiator mode; 0% = oxytocin EC15, 100% = EC100; activation, % at 3 µM; 0.061% of 320,000 active; AID 2445, 2010;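 active = activation above that plate's cutoff, the mean activation of tested compounds plus 3 SD, cut at about 6.6% in these data, passing the limit was not always enough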;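 also: 100% uses oxytocin at 75 nM as the full agonist control; some results filed as inactive read as strong as hits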
Target sequence (P30559 whole entry, looked up): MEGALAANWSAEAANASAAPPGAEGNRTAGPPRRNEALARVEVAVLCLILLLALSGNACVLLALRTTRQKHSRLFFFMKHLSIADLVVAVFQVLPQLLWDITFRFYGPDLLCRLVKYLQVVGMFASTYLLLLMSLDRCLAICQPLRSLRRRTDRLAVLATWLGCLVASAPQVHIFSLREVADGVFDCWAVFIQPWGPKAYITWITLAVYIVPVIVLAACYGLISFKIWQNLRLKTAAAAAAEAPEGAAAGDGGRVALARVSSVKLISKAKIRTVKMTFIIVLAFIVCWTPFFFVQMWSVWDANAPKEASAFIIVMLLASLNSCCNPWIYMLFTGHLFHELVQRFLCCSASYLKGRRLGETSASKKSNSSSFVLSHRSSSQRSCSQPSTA
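Dosing: Single dose, 3.0 µM nominal final compound concentration | Material: Human OTR in CHO cells | Technique: Kinetic Fluo-8 calcium fluorescence | Benchmarks: EC15 oxytocin alone as 0%, 75 nM oxytocin as 100% | Probe or stimulus: Oxytocin at about EC15, sub-maximal agonist stimulus | Incubation: Compound 6 min at room temperature before oxytocin, 100 s read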
CHO-K1 Ca antag: M1 antagonist counterscreen hit in parental CHO-K1 cells | ATP-induced calcium, Fluo-8 fluorescence | inhibition, % at 3 µM | 0.6% of 360,000 active;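 active = inhibition above a per-plate cutoff, the plate's mean sample inhibition plus 3 SD, cut at about 24% in these data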;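 also: 0% = DMSO plus EC80 ATP and 100% = DMSO alone without ATP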
TAAR1 antagonist: human TAAR1 antagonists, primary screen, Fluo-8 calcium fluorescence, CHO RD-HGA16 cells; Trace amine-associated receptor 1 (Homo sapiens), Q96RJ0; antagonist; inhibition, % at 3 µM; 1.5% of 360,000 active;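 active = inhibition above a per-plate cutoff, the mean inhibition of test compounds on that plate plus 3 SD, cut at about 49% in these data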;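 also: 0% = DMSO plus EC80 beta-PEA response and 100% = DMSO alone without agonist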
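System: CHO RD-HGA16 cells bearing hTAAR1. Reagent: EC80 β-phenethylamine stimulus. Schedule: seeding 17-24 h prior, 75-min 37 °C, 30-min RT dye loading. Signal: Fluo-8 intracellular calcium dye fluorescence, real-time kinetic reads. Read-out: % inhibition from peak post-agonist over basal fluorescence ratio. Benchmarks: vehicle wells and EC80 agonist wells. Replicates: n of 1.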
V1R ag counter: agonists of human V1a receptor, primary screen, counter-screen for OXTR agonist project, fluorescence, CHO-V1R cells; Vasopressin V1a receptor (Homo sapiens), P37288; Fluo-8 calcium fluorescence, agonist mode; 0% DMSO, 100% 3 nM vasopressin; activation, % at 3 µM; 0.25% of 320,000 active;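 active = activation above the mean activation of all tested compounds plus 3 SD, per screening run, cut at about 20% in these data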;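 also: signal is peak over basal fluorescence ratio across a 100 second FLIPR read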
Target sequence (P37288 whole entry, looked up): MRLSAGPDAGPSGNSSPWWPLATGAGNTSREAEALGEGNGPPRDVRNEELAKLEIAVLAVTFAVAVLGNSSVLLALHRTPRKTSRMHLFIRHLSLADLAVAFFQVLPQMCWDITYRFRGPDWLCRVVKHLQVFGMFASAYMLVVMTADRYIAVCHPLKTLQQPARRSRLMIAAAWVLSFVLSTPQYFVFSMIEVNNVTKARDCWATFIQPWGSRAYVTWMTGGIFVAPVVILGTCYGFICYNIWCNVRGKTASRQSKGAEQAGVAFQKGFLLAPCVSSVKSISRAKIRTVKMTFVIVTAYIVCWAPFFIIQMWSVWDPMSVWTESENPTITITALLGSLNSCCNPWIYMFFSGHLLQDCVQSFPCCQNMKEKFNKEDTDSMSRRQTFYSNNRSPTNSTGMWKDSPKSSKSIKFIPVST
CHO-K1 Ca ag: counter-screen for M1 agonists: effect in parental CHO-K1 cells. Fluo-8 calcium fluorescence; scaled to maximal ATP response, vehicle zero. activation, % at 3 µM. 0.48% of 360,000 active. AID 602248, 2012; in the data active = activation above about 15%;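 also: untransfected CHO-K1 host cells lacking M1 receptor as counterscreen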
CHO parental Ca: ATP-evoked calcium signal inhibitors, parental CHO, primary screen, counter-screen for OX1R antagonist project, cell-based, fluorescence, Fluo-8 calcium dye. 0.63% of 330,000 active. inhibition, % at 5.6 µM. AID 463079, 2010. parental CHO-K1, ATP-induced calcium, Fluo-8 fluorescence;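 active = inhibition above that plate's mean sample inhibition plus 3 SD, cut at about 26% in these data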;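 also: 0% = ATP-challenged DMSO wells and 100% = DMSO wells without ATP; some compounds past the cut are filed as inactive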
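Material – parental CHO cells · Reagent – ATP stimulus · Compound – single nominal dose of 5.6 µM per compound · Detection – Fluo-8 fluorescence · Read-out basis – percent inhibition of calcium signal · Controls – ATP-challenged DMSO wells low, unchallenged DMSO wells high · Repeats – no replicates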
M1 ag: human M1 muscarinic receptor agonists, primary screen, Fluo-8 calcium fluorescence, CHO-K1 cells, HTS. CHO-K1 hM1, agonist mode; 0% DMSO, 100% acetylcholine EC100. activation, % at 3 µM. 0.33% of 360,000 active;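 active = activation above the run's mean compound activation plus 3 SD, cut at about 16% in these data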;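 also: peak over basal fluorescence ratio within a 140 s kinetic read after compound addition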
M1 PAM parental: nonselective calcium activators in parental CHO-K1 cells, primary screen, counter-screen for M1 PAM project, cell-based, Fluo-8 calcium fluorescence, full deck, 1536-well; ATP EC20; 0% at ATP EC20, 100% at ATP max; activation, % at 3 µM; 0.02% of 360,000 active; AID 602247, 2012;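 active = activation above the run cutoff, the mean activation of all test compounds plus 3 SD, cut at about 40% in these data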;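 also: peak over basal fluorescence ratio in a 140 s read after ATP addition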
TAAR1 agonist: human TAAR1 agonists, primary screen, Fluo-8 calcium fluorescence, CHO RD-HGA16 cells; AID 624467, 2012; 0.99% of 360,000 active; Trace amine-associated receptor 1 (Homo sapiens), Q96RJ0; activation, % at 3 µM; vehicle wells 0%, saturating PEA agonist 100%;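 active = activation above the mean activation of all test compounds in the run plus 3 SD, cut at about 38% in these data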
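Repeats: no replicates (n 1) | Material: CHO-derived RD-HGA16 cells with stable Gα16 and human TAAR1 | Technique: Kinetic Fluo-8 calcium fluorescence | Schedule: 17-24 h seeding, 75 min 37 °C dye, 30 min RT | Evaluation: % activation from peak over basal fluorescence ratio, DMSO-to-PEA scaled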
Numbers without * were called inactive; x = no result given; & = joins results of further samples.

SMILES	OXTR potentiator	CHO-K1 Ca antag	TAAR1 antagonist	V1R ag counter	CHO-K1 Ca ag	CHO parental Ca	M1 ag	M1 PAM parental	TAAR1 agonist
CCNS(=O)(=O)c1ccc(C(=O)OCC(=O)N2CCCc3ccccc32)cc1	-5	-18	-22	3.0	2.7	-6	-7	3	5
O=C(N/N=C/c1cn(-c2ccccc2)nc1-c1ccc(F)cc1)c1ccc(Br)o1	-8	8	47	1.4	1.0	-18	-3	13	7
Cc1ccc(-c2nn(C)c(=O)c3ccccc23)cc1S(=O)(=O)NCCN1CCOCC1	-2	-3	-6	-0.4	1.0	-28	-3	3	7
COc1ccc(NC(=O)CCCn2cnc3ccccc3c2=O)c(OC)c1	-9	-11	-6	0.9	1.3	-6	-2	11	0
CSc1ncc(F)c(N(CCO)CCO)n1	-7	-4	-23	-0.3	0.3	-2	-6	15	1
CCOc1cc(N2CCOCC2)c(OCC)cc1NC(=O)COC(=O)CCOc1ccc(C(C)(C)C)cc1	-6	-7	-21	0.0	0.9	11	-1	-2	6
CC(=O)c1c(O)cc2n(c1=O)-c1ccc(Cl)cc1C2(C)C	-1	-5	-32	-0.2	-0.5	-14	-11	16	-3
COc1ccc(N2CCN(C(=O)C(=O)c3cn(CC(=O)N4CCOCC4)c4ccccc34)CC2)cc1	-3	-10	-8	1.0	1.3	-9	-3	25	0
COCCn1c(Cc2ccccc2)nnc1SC(C)C(=O)NC1CC1 (configuration not stated)	1	-17	-16	0.7	0.3	-18	-4	19	2
Cc1[nH]n(-c2ccccc2)c(=O)c1C1(C(F)(F)F)C(=O)N(c2ccccc2)C2=C1C(=O)CC(C)(C)C2 (configuration not stated)	2	-11	4	-0.4	0.2	-12	-1	1	8
O=C(CCSCCC(=O)NN=Cc1ccccc1)NN=Cc1ccccc1	x	-7	-7	x	0.4	x	-3	4	3
O=C(CCCOc1ccccc1)N1CCN(C(=O)c2ccco2)CC1	3	-8	3	0.4	1.0	-13	-5	29	10
Cc1ccc2ncnc(NCCCCCC(=O)O)c2c1	-1	-13	-7	-0.1	0.7	1	-7	18	2
CC(=O)Nc1ccc(S(=O)(=O)Nc2ccccc2C(=O)N2CCCCCC2)cc1	-7	-4	2	1.1	3.0	-7	-4	23	1
CC(C)N(C(=O)[C@H]1CC(CC(=O)NCCc2ccccn2)C(=O)N2CCc3c([nH]c4ccccc34)[C@]12C)C(C)C (some centres not stated)	-3	-8	-37	-0.6	-0.3	-22	-4	11	1
Cc1ccccc1C(=O)Nc1ccc(N2CCN(C(=O)c3ccco3)CC2)cc1	-3	7	-12	2.4	1.7	-3	-4	11	3
COc1ccc(OC)c(-c2cc(C(=O)Nc3c(C)nn(Cc4ccccc4)c3C)no2)c1	-5	-12	-15	0.5	2.8	-11	-5	20	13
COc1ccc(OC2CCN(S(=O)(=O)c3ccc(C(C)=O)cc3)CC2)cc1	-18	-5	16	5.9	11	-1	-2	8	7
Cc1ccc(NC(=O)CN2CCOCC2)cc1Cl	-8	-9	-4	1.3	1.2	-4	-2	15	5
O=C(CCc1nc2ccccc2c(=O)[nH]1)N1CCN(c2ccccc2Cl)CC1	-7	-18	0	-0.8	0.5	-25	-3	10	9
Cc1ccc(N2CC(C(=O)N3CCc4ccccc43)CC2=O)cc1 (configuration not stated)	-4	-24	8	0.0	0.7	-6	-13	13	0
NS(=O)(=O)Cc1noc2ccccc12	-2	-15&10	-12&-3	0.9	0.1&-0.1	0	-1&2	16&-1	2&2
O=C(NCCCN1CCCC1)Nc1cccc2ccccc12	-1	-19	-23	0.3	0.7	-5	-5	24	7
COc1cc([N+](=O)[O-])ccc1NC(=O)Cc1ccccc1	2	-11	-11	-0.5	0.2	-4	-3	-8	-1
CCOC(=O)CN1CCC(c2ccccc2)CC1	1	-9	-9	0.0	1.3	0	-5	22	1
CCOC(=O)c1c(CSc2ccccc2)oc2cc(Br)c(O)c(CN(C)C)c12	-6	-10	-12	0.1	4.5	-2	-4	11	0
O=C(NCc1cccs1)c1cc(S(=O)(=O)N2CCOCC2)c(Cl)cc1Cl	-6	-2	3	3.5	8.6	-10	0	9	2
Cc1cccc(NC(=O)CSCC(=O)Nc2ccccc2C(=O)N2CCCCC2)c1	x	8	0	x	1.1	x	-2	3	2
COc1cc(OC)c(S(=O)(=O)N2CCN(C(=O)c3ccccc3F)CC2)cc1NC(C)=O	-16	-9	-8	2.3	0.1	11	-5	10	1
O=C(CNC(=O)c1sc2ccccc2c1Cl)NCc1ccccc1	-4	-14	-8	1.3	2.0	-27	-5	25	2
O=C(c1n[nH]c2ccccc12)N1CCN(c2ccc(F)cc2)CC1	2	-5	-4	3.9	1.5	5	-3	7	1
C=C(C)CC(c1ccccc1)N(C(C)=O)c1ccco1 (configuration not stated)	-6	1	7	0.8	0.8	-9	-9	10	4
CCOc1ccc(NC(=O)c2ccc(NC(=S)NC3CCCCC3)cc2)cc1	0	-5	-1	0.7	0.3	-4	-2	15	0
Cc1cccc2sc(NC(=O)CSCc3ccccc3)nc12	-8	-27	30	-1.3	2.1	-22	-11	18	9
O=C(OCC(CO)OC(CO)n1ccc(=O)[nH]c1=O)c1ccccc1 (configuration not stated)	-5	-4	-4	0.2	0.1	8	0	2	1
Cc1cccc(C)c1NC(=O)/C(C#N)=C/c1ccc(-c2ccc(C(=O)O)cc2)o1	1	-12	-4	0.2	0.4	1	-4	8	0

Grouped by structure: those above containing two or more sulfur atoms
SMILES	OXTR potentiator	CHO-K1 Ca antag	TAAR1 antagonist	V1R ag counter	CHO-K1 Ca ag	CHO parental Ca	M1 ag	M1 PAM parental	TAAR1 agonist
O=C(NCc1cccs1)c1cc(S(=O)(=O)N2CCOCC2)c(Cl)cc1Cl	-6	-2	3	3.5	8.6	-10	0	9	2
Cc1cccc2sc(NC(=O)CSCc3ccccc3)nc12	-8	-27	30	-1.3	2.1	-22	-11	18	9

(next part)
SMILES	OXTR potentiator	CHO-K1 Ca antag	TAAR1 antagonist	V1R ag counter	CHO-K1 Ca ag	CHO parental Ca	M1 ag	M1 PAM parental	TAAR1 agonist
CCOC(=O)N1CCN(C(=O)CN(Cc2ccccc2)S(=O)(=O)c2ccc(OC)c(Cl)c2)CC1	-6	-23	-5	-0.3	2.4	-17	-6	15	14
COc1ccc(-c2cn[nH]c2-c2ccc(OCc3ccccc3)cc2O)cc1	-27	-8	10	0.9	-0.5	54*	-1	11	-1
CN1CCc2c(n(CC(O)CNCc3ccccc3)c3ccccc23)C1=O (configuration not stated)	-6	-7	9	0.0	0.3	-19	-9	27	4
CCN(CC(=O)Nc1c(F)cccc1F)C(=O)CCC(=O)c1ccc(F)cc1	9	-4	-7	-0.1	0.6	-6	-1	11	0
Cc1ccc(-n2ncc3c(=O)n(CC(=O)NCc4ccco4)cnc32)cc1	-18	-7	-1	0.1	0.4	-16	-1	1	7
COc1ccccc1N1CCN(C(=O)CSc2nc(C)c(Cc3ccccc3)c(=O)[nH]2)CC1	-10	-19	9	5.2	2.1	-15	-4	-2	6
CCc1ccc(NC(=O)CSc2nnc(-c3ccco3)o2)cc1	1	0	-39	2.2	2.2	-8	-1	13	11
N#Cc1ccc(-c2nc3ccc(Cl)cn3c2Cc2ccccc2)cc1	x	-12	-12	x	0.4	x	-5	-5	-2
CC(=O)NC1CSCC1OC(C)=O (configuration not stated)	-6	-5	-12	0.2	1.1	-6	-2	6	-2
CN1CCN(c2ccccc2NC(=O)c2cc(Br)ccc2Cl)CC1	-6	-5	-15	1.6	0.3	-22	-7	15	8
CCc1nnc(NC(=O)c2ccc3ccccc3n2)s1	2	-8	3	-0.2	0.0	-16	-5	4	10
O=C(Nc1cccc(Cl)c1Cl)c1ccc(-c2ccccc2)cc1	-5	15	60*	1.8	0.0	-6	-2	-8	15

Two entries from above, field by field.
Molecule: CCOC(=O)N1CCN(C(=O)CN(Cc2ccccc2)S(=O)(=O)c2ccc(OC)c(Cl)c2)CC1
  OXTR potentiator: -6; CHO-K1 Ca antag: -23; TAAR1 antagonist: -5; V1R ag counter: -0.3; CHO-K1 Ca ag: 2.4; CHO parental Ca: -17; M1 ag: -6; M1 PAM parental: 15; TAAR1 agonist: 14
Molecule: COc1ccc(-c2cn[nH]c2-c2ccc(OCc3ccccc3)cc2O)cc1
  OXTR potentiator: -27; CHO-K1 Ca antag: -8; TAAR1 antagonist: 10; V1R ag counter: 0.9; CHO-K1 Ca ag: -0.5; CHO parental Ca: 54*; M1 ag: -1; M1 PAM parental: 11; TAAR1 agonist: -1

(more compounds)
SMILES	OXTR potentiator	CHO-K1 Ca antag	TAAR1 antagonist	V1R ag counter	CHO-K1 Ca ag	CHO parental Ca	M1 ag	M1 PAM parental	TAAR1 agonist
Cc1ccc(C)c(N2CCN(C(=O)c3ccc(NS(=O)(=O)c4c(C)noc4C)cc3)CC2)c1	-13	-5	12	2.0	2.1	-14	-2	11	2
CCN(C(=O)COC(=O)/C=C/c1cnc2ccccc2n1)C1CCS(=O)(=O)C1 (configuration not stated)	-4	-3	-20	1.2	2.5	-5	-4	-16	3
O=C(N/N=C/c1ccoc1)c1cccc(OC(F)(F)C(F)F)c1	-3	-5	-12	0.1	3.8	-18	-2	8	1
O=C(Oc1cccc2c(OC(=O)N3CCOCC3)cccc12)N1CCOCC1	-4	0	-3	0.6	0.8	-6	-2	18	5
C[C@H](CO)N1C[C@H](C)[C@@H](CN(C)S(=O)(=O)c2ccccc2)OCCCC[C@H](C)Oc2ccc(NC(=O)CCC(F)(F)F)cc2C1=O	x	8	-11	x	-0.2	x	5	-12	1
CN1CCN(c2nc(Nc3ccc(O)cc3)nc3ccccc23)CC1	3	2	1	0.1	1.0	-13	-13	25	2
CCOC(=O)c1c(C)[nH]c(C)c1C(=O)COc1ncnc2cc([N+](=O)[O-])ccc12	-6	1	18	-0.5	1.8	-20	-2	-21	7

Screening results: PubChem, The Scripps Research Institute Molecular Screening Center
